Assay outcomes deposited in PubChem BioAssay by Small Molecule Screening Facility, UW Madison.
SSB-PriA inh: K. pneumoniae PriA-SSBct interaction inhibition. AlphaScreen SSBct-PriA binding, biotinylated peptide. inhibition, % at 33 µM. 430,000 tested, 0.6% active; in the data active = inhibition mostly above about 37%, no sharp cut-off; inactive = mostly below about 20%;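 note: plate controls were negative control peptide for no effect and reference peptide for full effect; strong numbers were not always called active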
Starred values were filed as active, the others as inactive; & = joins results of further samples. A portion of the library; rates above refer to the full screens.

SMILES	SSB-PriA inh
CN1CCC(CNC(=O)C(=O)NCc2ccccc2Cl)CC1	-9
O=C(NCc1nc2ccccc2[nH]1)C1CN(c2nc3c(C(F)(F)F)cccc3s2)C1	3
Cc1nc(-c2ccccc2NC(=O)C2CCN(S(C)(=O)=O)CC2)cs1	-2
Cc1cc(NC(=O)c2ccoc2COc2ccccc2)no1	3
CCOc1ccc(NS(=O)(=O)c2cccc([N+](=O)[O-])c2)cc1	11
C(=C\c1ccccc1)/CSc1ncnc2c1oc1ccccc12	-7&-3
O=C(c1cc2ccccc2o1)N1CCC(CNS(=O)(=O)c2ccc3c(c2)CCO3)CC1	-4
CSc1cccc2sc(N3CCNCC3)nc12	-11&-8
Cn1c(SCC(=O)Nc2ccc(F)cc2Cl)nc2c(-c3ccccc3)csc2c1=O	-5
O=C(CCn1cnc2ccccc2c1=O)NCC#CCOc1ccc2c(c1)OCO2	14
O=C(C1=C(O)C(=O)N(c2nncs2)[C@@H]1c1ccc(Cl)cc1)c1cccs1	-13
NC(=O)Nc1ccc(/C=C2\C=Cc3ccccc32)cc1	64
O=C(CN(Cc1ccc(Cl)cc1)S(=O)(=O)c1cccnc1)N1CCc2ccccc21	-2
O=C(COc1ccccc1)N(CCCN1CCOCC1)c1nc2c(Cl)cccc2s1	13
CCOc1ccc2nc(NC(=O)c3ccc(N(CC)CC)cc3)sc2c1	-19
Cc1cc(=O)n2c(-c3ccc(NC(=O)Nc4cccc(Cl)c4)cc3)csc2n1	-21
CCOC(=O)Cc1csc(NC(=O)Cc2cc(-c3ccc4c(c3)OCO4)on2)n1	-10
CSc1nsc2nc(=O)c(C=C3C(C)=Nc4ccccc43)c(N)n12	6
O=C(NC[C@]1(O)CCc2ccccc21)C1(c2cccs2)CCCC1	-19
CCOCCCNC(=O)c1ccc2c(=O)nc3c(-c4cccc(F)c4)n[nH]n3c2c1	-18
N#CCCn1cc(/C=C2\SC(=S)NC2=O)c(-c2cccc3ccccc23)n1	20
CC1CCCCC1=NNS(=O)(=O)c1ccc(Br)cc1 (configuration not stated)	-3
CCc1ccc(-c2cc3c(=O)[nH]nc(SCC(=O)Nc4cc(Cl)c(OC)cc4OC)n3n2)cc1	8
COc1ccc(OC)c(C=NNC(=O)c2cc3c(OC)c(OC)ccc3[nH]2)c1	2
O=C(NN=C/C=C\c1ccccc1)c1cnccn1	2
O=S(=O)(c1ccc2ccccc2c1)n1c(Cc2ccccc2)nc2ccccc21	0
COc1ccc([C@@H](O)CNC(=O)N2CCNC2=O)cc1OC	-1
CN(C)S(=O)(=O)Nc1ccc(-n2nnn(CC(=O)N3CCOCC3)c2=O)cc1	-1
CCOC(=O)CSc1nnc(CNC(=O)c2ccccc2F)n1CCc1ccccc1	-1
Cc1nc2c([nH]1)CC(C(=O)NCCc1ccc(F)cc1)CC2 (configuration not stated)	-6
CCOC(=O)NCCCN1CCN(c2ccccc2)CC1	-9
Cc1cc(F)ccc1S(=O)(=O)Nc1ccc2c(c1)OCC(C)(C)C(=O)N2	-9
COc1ccc(C(c2sc3ncnn3c2O)N2CCCCC2)cc1OC (configuration not stated)	0
CCOc1ccc(S(=O)(=O)Oc2ccc(OC)cc2)cc1	-141
COc1ccc(SCC2CCN(C(=O)c3cc(C)oc3C)CC2)cc1	5
COCCNC(=O)C(=O)Nc1cc(N2CCCS2(=O)=O)ccc1C	-3
COC(=O)c1ccccc1NC(=O)CSc1nccn2nc(-c3ccccc3OC)cc12	6
COc1ccc(NC(=O)Nc2nc(CCC(=O)NCc3cccnc3)cs2)cc1	-8
O=C(/C=C\c1ccccc1)NCCn1ncc2c(=O)n(Cc3cccc(Cl)c3)cnc21	10
CN1CCc2cc(C(CNC(=O)C(=O)Nc3ccon3)N3CCCCC3)ccc21 (configuration not stated)	-1
O=C(Cn1cccc1)NCc1cnn2c1CCCC2	-13
O=C(Cc1csc(NC(=O)c2ccco2)n1)Nc1nc2ccccc2s1	11
CCOC(=O)N1CCN(C[C@H](O)COc2ccc(Cl)cc2)CC1	-15
Cc1ccc(OCC(=O)NN=Cc2cn(Cc3ccccc3)c3ccccc23)cc1	11
CCC(Sc1nc2ccccc2c(=O)n1CC1CCC(C(=O)NCC2CCCO2)CC1)C(=O)Nc1ccc2c(c1)OCO2 (configuration not stated)	-9
O=C(CCSc1ccccc1)NCCn1nc(-c2ccco2)n(C2CC2)c1=O	-6
O=C(NCc1ccccc1Cl)[C@@H]1COCC(=O)N1Cc1cccs1	-2
C=CCOC(=O)COc1ccc2oc(=O)c(-c3ccc(OC)c(OC)c3)c(C)c2c1	8
O=C(CNC(=O)C1CCCCC1)Nc1nc(-c2ccccc2)cs1	-4
O=C(Nc1ccccc1C(F)(F)F)N1CCN(c2ccc3nnc(C4CC4)n3n2)CC1	-4
O=C(C1CC1)N1CCc2ccc(NS(=O)(=O)c3ccccc3OC(F)(F)F)cc2C1	-16
CC1(C)CCCC(C)(C)N1CC(O)COc1ccccc1Br (configuration not stated)	-9&-3
O=C(CCc1c(F)cccc1Cl)N1CC(n2cc(COc3ccccc3)nn2)C1	-17
O=C(Cc1csc2nc(-c3ccc(F)cc3)cn12)N1CCN(Cc2ccccc2)CC1	-2
O=C(NCCCN1CCCC1=O)C(=O)Nc1ccc2c(c1)OCO2	6
O=C(COc1ccc(Cl)cc1Cl)Nc1nc2cc3c(cc2s1)OCO3	-3
CC(=O)c1ccc(NC(=O)CN2CC(c3nc(C4CC4)no3)C2)cc1	-2
Cc1noc(C)c1Cn1c(=O)c2cc(Cl)ccc2n2nncc12	-6
CS(=O)(=O)N1CCC(C(=O)Nc2nnc(-c3cc4ccccc4o3)o2)CC1	-19
Cc1ccc(S(=O)(=O)N(C)c2nc3ccccc3n3c(-c4ccc(F)cc4)nnc23)cc1	-2

The list continues.
SMILES	SSB-PriA inh
COc1ccc(CC(=O)Nc2c(C)nc3scc(C)n3c2=O)cc1OC	1
COC(=O)c1ccc(NC(=O)Cn2nc(-c3ccccc3)c3sc(N4CCCC4)nc3c2=O)cc1	-15
COc1ccc(Cl)cc1S(=O)(=O)NCc1ccsc1	-6
NC(=O)C1CCN(C(=O)c2csc(-n3cccc3)n2)CC1	-16
Cc1oncc1C(=O)NCCn1ccnc1-c1ncccn1	46*
O=C(Nc1ccccc1-c1nc2ccccc2o1)c1ccco1	-14
COc1ccc(N2CCN(CCNC(=O)COc3ccc(Cl)cc3Cl)CC2)cc1	3
O=S(=O)(NCC#CCN1CCCCC1)c1ccc2ccccc2c1	5
CCn1cc(SCC(=O)Nc2ccc(F)cc2F)c2ccccc21	6
O=S(=O)(c1ccccc1)N1CCC(Cn2ccnc2-c2ccccc2)CC1	5
Cc1cc(CN2CCC(CNC(=O)C(C)(C)Oc3ccc(Cl)cc3)CC2)c(C)o1	3
CC(CC(=O)Nc1cccc2c1CCCC2)=NNC(=O)COc1ccccc1	-9
O=C(CN1N=NC2C(=O)N(c3ccc(F)cc3)C(=O)C21)Nc1ccccc1[N+](=O)[O-] (configuration not stated)	7
O=C(Cn1ccn(-c2ccc3c(c2)OCO3)c(=O)c1=O)c1ccc(F)cc1	2
N#CC(=NNc1ccc([N+](=O)[O-])cc1)C(N)=S	29
CC(=O)c1ccc(NC(=O)CS(=O)(=O)c2ccccc2)cc1	-3&-6
O=C(Nc1ccc(Nc2ccc(-n3cccn3)nn2)cc1)Nc1cccc(F)c1	36*
O=C(c1ccc(OC(F)(F)F)cc1)N1Cc2cnc(N3CCOCC3)nc2C1	-2
COc1ccc(CCC(=O)OC2CN(c3nc4ccc(F)cc4s3)C2)cc1	-19
O=C(Nc1nc2c(s1)CN(Cc1ccccc1)CC2)c1cc(Cl)sc1Cl	23
Cc1cc2ncc3c(n2n1)CCN(C(=O)Cc1ccsc1)C3	-24
Cc1ccc(Cl)cc1-c1ccc(C=Nn2cnnc2)o1	-5
CC(=O)c1c(C)oc2ccc(N(C(=O)c3ccccc3Cl)S(=O)(=O)c3ccc(Br)cc3)cc12	1
COc1ccc(Cl)cc1NC(=O)CSc1nccnc1N1CCSCC1	-43
O=C(Nc1ccc(Cl)c(Cl)c1)N1CCC(n2ccnn2)CC1	-5
Cc1cc(C)cc(OCCNC(=O)C(C)Oc2ccc(Cl)cc2Cl)c1 (configuration not stated)	-21
Cc1ccc(S(=O)(=O)N=C(c2ccccc2)N2CCOCC2)cc1	-9
O=C(COc1ccc(F)cc1)NCCn1ccnc1-c1cccnc1	-5
Cc1cc(C)c2c(N)c(C(=O)c3ccccn3)sc2n1	21
CC(CC(=O)NC(C)(C)C)=NNC(=O)c1ccccc1N	-5
Nc1nnc(C2CC2)o1	23
COc1ccnc(Oc2ccc(F)cc2)c1C(=O)NC=NOCc1ccc(Cl)cc1Cl	-5
COc1cccc(C=NNC(=O)c2c(C)nc3ccc(Br)cn23)c1	3
Cc1ccc(N=CC(C(=O)C(F)(F)F)=C(O)c2cccs2)cc1	-8
O=C(CN1CCCCC1)NCCC12CC3CC(CC(C3)C1)C2	11
O=C(O)c1cccnc1SCc1ccc(F)cc1	-5
CS(=O)(=O)N1CCC(C(=O)Nc2cnoc2)CC1	-8
Cc1n[nH]c(=S)n1N=Cc1ccc(OCc2ccc(Cl)cc2Cl)cc1	-12
Cc1ccc(NC(=O)c2ccccc2NC(=O)c2ccc(Br)s2)c(C(=O)c2ccccc2)c1	-8
O=C(NCCc1ccccc1)C(=O)NCc1ccc([C@@H](O)c2cccs2)s1	-1

Shown field by field: part of the list above.
Cc1ccc(N=CC(C(=O)C(F)(F)F)=C(O)c2cccs2)cc1
- SSB-PriA inh: -8
O=C(Nc1ccc(Cl)c(Cl)c1)N1CCC(n2ccnn2)CC1
- SSB-PriA inh: -5
Cc1cc(C)c2c(N)c(C(=O)c3ccccn3)sc2n1
- SSB-PriA inh: 21

The list goes on:
SMILES	SSB-PriA inh
Cc1ccc(OC2CCCN(C(=O)C3CC(=O)N(C4CCOCC4)C3)C2)nn1 (configuration not stated)	-10
N#C/C(=C/c1cn[nH]c1-c1ccccc1)C(=O)Nc1cccc(Cl)c1Cl	-1
O=C(NCCn1ncc2c(N3CCN(c4ccccc4)CC3)ncnc21)c1ccco1	-3
COc1cccc(CNC(=O)c2sccc2S(=O)(=O)N2CCN(c3ccccc3)CC2)c1	-4
O=C(COc1ccccc1)N1CCN(c2ccc(-c3ccncc3)nn2)CC1	-16&-6
COc1ccc(Cl)cc1C(=O)NC1CCCC(OC(=O)Nc2ccccc2)C1 (configuration not stated)	-7
COc1ccc(CCNC(=O)NCCn2ccc(-c3cccs3)n2)cc1	0
NC(=NOS(=O)(=O)c1ccc2ccccc2c1)c1ccccn1	-7
O=c1[nH]cccc1-c1nc(-c2cccc(C(F)(F)F)c2)no1	3
O=c1[nH]nc(-c2cccs2)c2sc(N3CCCCC3)nc12	-1
COC(=O)c1ccc(S(=O)(=O)NCC#CCOc2ccccc2OC)cc1	-4

For reference, some entries already given:
SMILES	SSB-PriA inh
Cc1cc2ncc3c(n2n1)CCN(C(=O)Cc1ccsc1)C3	-24
Cc1ccc(Cl)cc1-c1ccc(C=Nn2cnnc2)o1	-5
CC(=O)c1c(C)oc2ccc(N(C(=O)c3ccccc3Cl)S(=O)(=O)c3ccc(Br)cc3)cc12	1
COc1ccc(Cl)cc1NC(=O)CSc1nccnc1N1CCSCC1	-43
O=C(Nc1ccc(Cl)c(Cl)c1)N1CCC(n2ccnn2)CC1	-5
Cc1cc(C)cc(OCCNC(=O)C(C)Oc2ccc(Cl)cc2Cl)c1 (configuration not stated)	-21
Cc1ccc(S(=O)(=O)N=C(c2ccccc2)N2CCOCC2)cc1	-9
O=C(COc1ccc(F)cc1)NCCn1ccnc1-c1cccnc1	-5
Cc1cc(C)c2c(N)c(C(=O)c3ccccn3)sc2n1	21
CC(CC(=O)NC(C)(C)C)=NNC(=O)c1ccccc1N	-5
Nc1nnc(C2CC2)o1	23
COc1ccnc(Oc2ccc(F)cc2)c1C(=O)NC=NOCc1ccc(Cl)cc1Cl	-5
COc1cccc(C=NNC(=O)c2c(C)nc3ccc(Br)cn23)c1	3
Cc1ccc(N=CC(C(=O)C(F)(F)F)=C(O)c2cccs2)cc1	-8
O=C(CN1CCCCC1)NCCC12CC3CC(CC(C3)C1)C2	11
O=C(O)c1cccnc1SCc1ccc(F)cc1	-5
CS(=O)(=O)N1CCC(C(=O)Nc2cnoc2)CC1	-8
Cc1n[nH]c(=S)n1N=Cc1ccc(OCc2ccc(Cl)cc2Cl)cc1	-12
Cc1ccc(NC(=O)c2ccccc2NC(=O)c2ccc(Br)s2)c(C(=O)c2ccccc2)c1	-8
O=C(NCCc1ccccc1)C(=O)NCc1ccc([C@@H](O)c2cccs2)s1	-1
Cc1ccc(OC2CCCN(C(=O)C3CC(=O)N(C4CCOCC4)C3)C2)nn1 (configuration not stated)	-10
N#C/C(=C/c1cn[nH]c1-c1ccccc1)C(=O)Nc1cccc(Cl)c1Cl	-1
O=C(NCCn1ncc2c(N3CCN(c4ccccc4)CC3)ncnc21)c1ccco1	-3
COc1cccc(CNC(=O)c2sccc2S(=O)(=O)N2CCN(c3ccccc3)CC2)c1	-4
O=C(COc1ccccc1)N1CCN(c2ccc(-c3ccncc3)nn2)CC1	-16&-6
COc1ccc(Cl)cc1C(=O)NC1CCCC(OC(=O)Nc2ccccc2)C1 (configuration not stated)	-7
COc1ccc(CCNC(=O)NCCn2ccc(-c3cccs3)n2)cc1	0
NC(=NOS(=O)(=O)c1ccc2ccccc2c1)c1ccccn1	-7
